Screening results (PubChem)
NR2E3 ag-1 = human photoreceptor-specific nuclear receptor agonism. inhibition of corepressor binding, % at 3.98 µM. AID 602229. Q9Y5X4. CHO-S Gal4-NCOR/VP16-NR2E3 two-hybrid, luciferase. actives 0.35% (n = 360,000);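 active = inhibition above the mean of all tested compounds plus 3 SD, cut at about 70% in these data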;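 also: 0% = DMSO with NR2E3 transfected cells and 100% = cells lacking NR2E3 construct; higher means lower luciferase signal from less NR2E3 corepressor binding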
Target sequence (Q9Y5X4 whole entry, looked up, the tested form may be a part): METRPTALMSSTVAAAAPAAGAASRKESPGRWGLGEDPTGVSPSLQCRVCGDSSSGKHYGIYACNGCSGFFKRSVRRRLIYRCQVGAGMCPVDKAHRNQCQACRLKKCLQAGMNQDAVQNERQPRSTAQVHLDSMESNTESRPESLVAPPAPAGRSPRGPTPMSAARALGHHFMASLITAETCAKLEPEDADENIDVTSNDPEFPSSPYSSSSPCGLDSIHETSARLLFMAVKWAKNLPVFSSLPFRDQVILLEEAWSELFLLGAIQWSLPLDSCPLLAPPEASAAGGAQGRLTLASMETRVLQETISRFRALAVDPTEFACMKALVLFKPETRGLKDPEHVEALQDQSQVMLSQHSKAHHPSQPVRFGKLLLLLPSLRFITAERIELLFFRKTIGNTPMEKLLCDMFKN
Shn3 3UTR inh = inhibitors of Schnurri-3 3'UTR reporter in osteoblasts; inhibition, % at 12.5 µM; Clone20 osteoblast Shn3 3'UTR firefly luciferase, 24 h; actives 0.52% (n = 360,000);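 active = mean inhibition of at least 75% with every replicate also reaching 75%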;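 also: 0% = median of neutral control wells and 100% = pilot-screen positive control compound; some compounds past the cut are filed as inactive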
Peg3 prom inh = reduces Peg3 promoter-driven luciferase expression in HeLa. inhibition, % at 20 µM. actives 1.7% (n = 360,000). HeLa PEG-Prom luciferase reporter, luminescence, overnight. AID 588405;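 active = inhibition of at least 50% at 20 µM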
CF NFkB block = blocks PAF-induced NF-kB reporter in cystic fibrosis cells | KKLEB NF-kB-GFP reporter, GFP fluorescence overnight | inhibition, % at 5 µM | actives 0.86% (n = 360,000);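 active = at least 50% inhibition at 5 µM, scaled per plate between neutral and stimulator controls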;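 also: PAF is a Pseudomonas aeruginosa culture filtrate used as stimulus; plate controls were PAF-stimulated DMSO wells for no effect and unstimulated DMSO wells for full effect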
KKLEB tox = CF airway cell cytotoxicity counter-screen | actives 0.36% (n = 360,000) | KKLEB CF airway cells viability, ATPlite luminescence, overnight; hits give low values; cells stimulated with P. aeruginosa culture filtrate | AID 602141 | activity change (cytotoxicity), % at 5 µM;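 active = corrected activity change at or below -50% at 5 µM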
TRPM1 prom inh = inhibitors of MITF-driven TRPM1 promoter in melanoma cells; inhibition, % at 12.5 µM; SK-MEL-5 TRPM1 promoter luciferase, 24 h; actives 0.83% (n = 330,000);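 active = mean inhibition across replicates of 60% or more, whatever share of single replicates reaches that level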; also: values of inactives mirror those of a sister screen read the other way
TROY NFkB inh = blocks TROY-dependent signaling in reporter cells. inhibition, % at 10 µM. actives 0.98% (n = 360,000). AID 1347056. Q293 LMP1-TROYcd NF-kB luciferase reporter, 4 h;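 active = compounds whose plate-normalised and pattern-corrected inhibition of the luciferase reporter signal at the single screening dose is 50% or more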
NR2E3 ag-2 = NR2E3 (human) agonism | actives 0.12% (n = 320,000) | Q9Y5X4 | inhibition of corepressor binding, % at 4.78 µM | GST-NR2E3/biotin-RetCOR TR-FRET, 1536-well | AID 2300;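 active = percent inhibition above the cutoff of mean plus 3 SD of all tested compounds, set per screening campaign, cut at about 20% in these data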;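 also: 0% = DMSO wells and 100% = biotin wells as full block of FRET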
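System: GST-NR2E3 and biotin-RetCOR proteins; probe or stimulus: 7 nM biotin-RetCOR; doses: compound at 4.8 µM, single dose; schedule: Compound–protein incubation for 5 h at 4 °C; detection: time-resolved FRET; read-out: percent inhibition; controls: biotin wells as high control, 0.6% DMSO wells as low control; format: 1536-well plates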
HIF-2a block = blocks HIF-2a reporter activity; 786-0 RCC cells HIF-2a reporter, luciferase luminescence, overnight; inhibition, % at 18.8 µM; AID 624352; actives 0.72% (n = 360,000);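 active = inhibition of the luminescence signal of 40% or more relative to plate controls, in a single-dose primary screen at 18.75 µM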
TWEAK Fn14 block = blocks TWEAK-Fn14 interaction in a reporter cell assay; inhibition, % at 10 µM; actives 2% (n = 360,000); TWEAK-stimulated Fn14 reporter cells, luciferase luminescence, 8 h; in the data active = inhibition above about 50%
C8 TRAIL sens = caspase-8 TRAIL sensitization. actives 1% (n = 360,000). AID 624354. inhibition (viability loss, TRAIL sensitization), % at 10 µM. NB7+C8 cells + TRAIL, ATPlite viability luminescence;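 active = compounds causing at least 50% loss of cell viability in the single-dose screen, relative to plate controls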
Numbers without * were called inactive; x = not tested or not shown; & = joins results of further samples. The list is partial, so the mix of outcomes need not match the whole.

molecule,CF NFkB block,TRPM1 prom inh,Shn3 3UTR inh,NR2E3 ag-2,C8 TRAIL sens,TWEAK Fn14 block,HIF-2a block,Peg3 prom inh,NR2E3 ag-1,TROY NFkB inh,KKLEB tox
CC(C)NC(=O)c1ccc(-c2ccc(Cl)c(C(F)(F)F)c2)o1,14,0,-8,5,11,-13,-57,-15,-5,3,6
C=C1/C=C(\C)C(C)(O)CC(O)CC(=O)C(O)C(O)C(C)CC(C)OC(=O)/C(C)=C/CC/C=C/C(OC)C(O)CC(C)C1 (stereo unspecified),-6,20,-2,x,6,17,11,9,15,17,0
CC1(C(=O)NC2CCN(Cc3ccccc3)CC2)CCN1Cc1cc2ccccc2o1 (stereo unspecified),6,x,39,x,2,-42,9,13,-19,2,8
COc1ccc(-c2cc(=Nc3c(C)n(C)n(-c4ccccc4)c3=O)c3ccccc3o2)cc1,-25,-60,-89,0,-1,0,-256,-84,-114,-49,17
Cc1cc(Br)ccc1SCC(=O)OCC(=O)Nc1ncc(C(F)(F)F)cc1Cl,6,-3,-24,1,-3,6,15,16,-29,-6,2
CCc1ccccc1NC(=O)c1ccc(-n2c(C)ccc2C)cc1,0,2,3,-1,-1,22,-5,-21,-11,-15,-4
Cc1sc(NC(=O)c2ccco2)c(C(c2cccnc2)N2CCN(c3ccc(F)cc3)CC2)c1C (stereo unspecified),7,28,49,3,26,-28,20,15,13,8,-4
Cc1ccc(CSCC(=O)Nc2cc(S(=O)(=O)N3CCOCC3)ccc2OC(C)C)cc1,12,2,22,2,-1,-2,8,31,-51,-2,-4
COc1c2c(nc3ccccc13)OC(C(C)(O)COC(C)=O)C2 (stereo unspecified),9,-7,12,2,0,-6,-2,8,10,1,-11
COc1ccc(NC(=O)c2cccc(S(=O)(=O)N3CCN(C)CC3)c2)c(OC)c1,12,-8,-6,3,8,0,2,3,-14,-17,-20
CCC1Sc2ccc(S(=O)(=O)CCC(=O)NCc3ccco3)cc2NC1=O (stereo unspecified),-1,-12,-9,-3,-4,-3,-15,8,10,-7,6
CCN1CCCC1Cn1cnc2c([nH]c3cccc(Cl)c32)c1=O (stereo unspecified),-15,9,-11,1,3,-26,1,3,-5,-6,-6
CN(C)C(=O)N1CCC(C(=O)NCc2ccc3c(c2)OCO3)CC1,10,4,-13,5,6,1,16,10,-11,6,-4
C=CCn1c(NCCO)nc2c1c(=O)n(C)c(=O)n2C,2,-3,7,-2,-1,7,4,17,-11,7,-2
CC(CN1CCN(Cc2ccccc2)CC1)c1ccccc1 (stereo unspecified),-14,18,11,2,-4,0,2,2,-1,-18,0
CCCCn1c(N)c(N(CC(C)C)C(=O)C2CCN(S(=O)(=O)c3ccc(OCC)cc3)CC2)c(=O)[nH]c1=O,20,3,-13,0,22,5,12,18,-7,-3,-12
COC(=O)COc1ccccc1C(N)=O,4,1,2,-2,-17,5,9,7,-14,8,14
Cc1[nH]ccc(=O)c1OCc1c(F)cccc1Cl,-3,-1,-1,-2,7,8,8,3,4,12,-36
COc1ccc(C2/C(=C(\O)c3ccc4c(c3)CC(C)O4)C(=O)C(=O)N2Cc2cccnc2)c(OC)c1 (stereo unspecified),-11,7,-11,18,-2,-11,15,10,-18,-13,10
O=C(Nc1ccc(Cl)cc1Cl)c1cccc(N2C(=O)C=CC2=O)c1,0,33,42,2,8,4,44*,108*,-24,1,2
CN(C)C(=O)CSc1nnc(Cc2ccccc2)n1CC1CCCO1 (stereo unspecified),11,x,-5,-1,-2,-1,7,6,-13,2,8
Cc1ccc(OCc2nc3c4c(ncn3n2)-c2ccccc2CC42CCCC2)cc1,-3,-4,14,-1,-4,15,24,37,2,8,8
Cc1c(Cl)cccc1NC(=O)CSc1nccn1C,-1,-13,-18,0,-11,5,-25,-1,-25,-19,12
O=C(COC(=O)c1ccc(CNS(=O)(=O)c2ccc(F)c(Cl)c2)cc1)NCC1CCCCC1,13,11,-23,0,-11,-5,15,-4,-16,19,-13
CCC(=O)N1CCCC1(C)C(=O)Nc1ccc2c(c1)CCN2C(C)=O (stereo unspecified),-3,x,-13,x,-15,1,1,5,-8,-12,13
O=C(Nc1ccc(OC(=O)c2ccco2)cc1)c1ccco1,-2,-20,-4,-4,10,-13,-28,-18,-4,-40,-1
O=C1C(Cc2ccccc2)Nc2ncnc(N3CCOCC3)c2N1Cc1ccccc1 (stereo unspecified),-18&-24,7,10&3,x,-14&3,1&0,10&2,5&9,-4&-9,2&-18,3&-6
CCc1nnc(NC(=O)CSc2nnc3c(n2)[nH]c2ccccc23)s1,-2,4,13,2,-12,-17,3,-45,11,-3,-4
O=C(NCCN1CCC(n2c(=O)[nH]c3ccccc32)CC1)c1cccnc1,x,x,x,x,-15,7,9,x,-6,-7,x
COc1ccc(NC(=S)N2CCC(C(O)(c3ccccc3)c3ccccc3)CC2)cc1,29,11,6,3,3,29,13,22,1,7,0
Cc1n[nH]c(C)c1N1C(=O)c2cccc3c(N4CCCCCC4)ccc(c23)C1=O,-47,20,17,3,-10,-11,11,24,17,18,7
C=CCNC(=O)c1ccc(C)c(Br)c1,3,-2,8,-3,0,-14,-11,-10,-5,-19,0
O=C(CNC(=O)c1ccccc1)OCc1ccc([N+](=O)[O-])cc1,-2,3,-8,-4,0,10,0,17,24,-3,8
COc1cc(CSC)nc(-c2ccccc2)n1,-10,-1,-10,1,-6,-8,-1,-11,16,-13,14
Cc1cc(=O)[nH]c2c1c(C)nn2C1CCCCC1,13,9,15,3,21,-6,-7,12,10,7,-3
CCCC(C(=O)NC(C)(C)C)N(Cc1ccccc1Cl)C(=O)c1snc(C(N)=O)c1N (stereo unspecified),14,-3,15,0,6,-20,28,5,18,-7,-1
CCOc1ccccc1N1CC(C(=O)NCCC2=CCCCC2)CC1=O (stereo unspecified),-14,-61,-75,x,-17,-24,-69,-146,-49,-41,11
CCOCCn1c(N2CCN(c3ccc(OC)cc3)CC2)nc2c1c(=O)[nH]c(=O)n2C,-3,6,3,5,0,11,5,8,-24,-6,1
COc1cccc(/C(O)=C2\C(=O)C(=O)N(c3ccccn3)C2c2cccc(OC)c2OC)c1 (stereo unspecified),8,3,-11,5,-5,0,13,12,-16,-4,5
COc1ccccc1CNC(=O)C1CCN(S(=O)(=O)N2CCCCC2)CC1,16,13,12,-1,7,10,-21,16,15,9,-1
CCc1c(C(=O)NCc2cnn(C)c2)csc1C,-9,-13,-21,4,0,-6,-11,6,0,-1,17
Cc1cccc(C)c1NC(=O)CNC(=O)Cc1c[nH]c2ccccc12,-9,8,-6,2,-8,-1,23,17,-20,3,14
OCCSc1nc(N2CCOCC2)nc(N2CCOCC2)n1,3,-7,-7,4,31,-6,27,2,4,-9,-5
COc1ccc(-c2csc(-c3cccs3)n2)cc1OC,28,-61,-51,5,6,-29,-340,-323,-131,-38,-13
O=C(NCc1cccc(Cl)c1)C1=CC=CN2CCS(=O)(=O)N=C12,6,-4,-6,2,-14,11,-4,11,-4,6,15
COc1ccc(F)cc1C(=O)C1CCCN(Cc2cccn2-c2cccnc2)C1 (stereo unspecified),6,11,12,4,-24,-1,11,24,-8,-5,-10
C/C(=N\NC(=O)Cc1csc(N2CCOCC2)n1)c1ccc(Cl)c(Cl)c1,6,8,27,-1,-15,47,-3,21,-12,8,-4
O=C(Cn1c(-c2ccccc2)c[n+]2ccsc12)c1ccc(Br)cc1,-5,-1,22,-2,2,2,-79,-34,-30,4,-20
Cc1ccc2c(c1)c1c(n2CC(O)Cn2c(C)nc3ccccc32)C(=O)CCC1 (stereo unspecified),-28,x,16,5,32,28,-2,12,-8,1,12
Cc1ccc(NC(=O)CCN2C(=O)CSC2=O)c(C)c1,9,3,-6,0,-2,74*,-19,-9,-14,x,-7
Cc1ccc(C(CNC(=O)c2ccc(Br)o2)N2CCN(C)CC2)cc1 (stereo unspecified),10,1,3,0,-3,-17,3,-6,-22,-2,-11
Nn1c(=S)[nH]nc(Cc2ccc(O)cc2)c1=O,-8,3,-3,1,5,3,9,15,15,4,-2
CCOC(=O)c1ccc(CNC(=O)Cn2nnc(-c3ccc(C)cc3)n2)o1,2,16,x,1,-5,-3,14,-6,5,5,0
COCCNC(=O)C(=O)N/N=C(\C)CC(=O)Nc1ccc(Cl)cc1Cl,-20,-12,9,-2,-16,0,-8,-7,-27,-3,-1
CCc1ccccc1NC(=O)COc1ccc(N2CC(C(N)=O)CC2=O)cc1 (stereo unspecified),5,-3,-23,2,8,41,2,-16,-14,5,8
O=C(/C=C/c1ccc(Cl)c(Cl)c1)n1cccn1,14,0,-5,2,13,39,5,30,9,15,-2
CCC(CC)NCc1ccc(OC)cc1OC,-1,-9,4,4,9,6,-8,1,-15,-10,0
O=[N+]([O-])c1cc(S(=O)(=O)NCCCN2CCOCC2)ccc1Cl,13,5,-17,-3,-15,20,9,28,-4,-20,-1
COC(=O)CCN(C1CCCCC1)S(=O)(=O)c1ccc(S(=O)(=O)NC2CCCCC2)cc1,2,6,-21,0,-5,7,8,16,-13,19,5
C=CCn1c(O)c(C2=c3ccccc3=NC2=O)c2ccccc21,29,21,71,4,12,30,45*,49,-15,33,-10

The listing continues:
molecule,CF NFkB block,TRPM1 prom inh,Shn3 3UTR inh,NR2E3 ag-2,C8 TRAIL sens,TWEAK Fn14 block,HIF-2a block,Peg3 prom inh,NR2E3 ag-1,TROY NFkB inh,KKLEB tox
CCCCn1c(N)c(N(CC(C)C)C(=O)c2cccc(OCc3ccccc3)c2)c(=O)[nH]c1=O,-17,3,-10,4,5,11,8,11,4,-5,0
COc1cccc(NC(=O)CN(C)CC(=O)NCc2ccco2)c1,-7,7,-7,5,3,-3,5,-7,-31,-3,9
Cc1ccccc1N1CCN(C2CCCN(C(=O)CCN3CCCCC3=O)C2)CC1 (stereo unspecified),2,5,-10,-1,2,-8,-5,-11,-12,-3,1
Cc1cccnc1NC(=O)c1ccc(S(=O)(=O)N2CC(C)OC(C)C2)cc1 (stereo unspecified),-31,2,16,-3,1,5,9,23,4,-12,11
C=CCOc1ccc(CNc2nn[nH]n2)cc1,4,-1,0,0,-3,12,12,9,-14,-2,-1
Cn1c(=O)oc2cc(S(=O)(=O)NCCN3CCc4ccccc4C3)ccc21,23,x,-21,0,-2,-3,9,17,5,-6,-6
CCCS(=O)(=O)c1nc(S(=O)(=O)c2ccc(C)cc2)c(N2CCC(O)CC2)s1,29,-3,-2,-3,-10,3,-3,-5,-14,-1,4
